Bioassay records deposited in PubChem BioAssay by National Center for Advancing Translational Sciences (NCATS).
mIDH1 inhibitor: qHTS for Inhibitors of mutant isocitrate dehydrogenase 1 (IDH1): qHTS | Potency, µM (top dose mostly 76.6 µM), inactives show at the top dose activity change, negative = inhibition, most hits filed as inhibitors | IDH1-R132H enzyme, NADPH consumption, diaphorase/resazurin fluorescence | 390,000 tested, 0.093% active | AID 602179, 2012 | Isocitrate dehydrogenase [NADP] cytoplasmic (Homo sapiens), O75874; also: potency is read from the fitted curve at half-maximal effect; % is scaled to controls: 0 for no effect and ±100 for the full control effect; nearly all actives have a fitted effect of over 65% in size
Target sequence (O75874 whole entry R132H, stated change not applied): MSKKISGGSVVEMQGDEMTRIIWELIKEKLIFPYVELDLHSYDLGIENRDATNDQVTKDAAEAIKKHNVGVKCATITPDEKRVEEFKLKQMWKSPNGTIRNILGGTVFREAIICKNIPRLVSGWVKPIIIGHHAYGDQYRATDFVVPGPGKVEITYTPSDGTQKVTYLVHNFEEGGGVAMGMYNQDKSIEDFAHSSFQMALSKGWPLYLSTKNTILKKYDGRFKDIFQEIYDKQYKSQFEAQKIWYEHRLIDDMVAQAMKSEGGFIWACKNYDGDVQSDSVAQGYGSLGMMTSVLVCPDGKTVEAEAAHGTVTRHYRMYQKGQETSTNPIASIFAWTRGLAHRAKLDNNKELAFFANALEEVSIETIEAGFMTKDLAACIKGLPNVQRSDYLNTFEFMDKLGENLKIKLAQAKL
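IDH1-R132H (0.5 ug/mL) preincubated 30 min with compound, then NADPH (0.016 mM) and alpha-KG (2 mM) added; 80 min at RT, pH 7.5. Remaining NADPH coupled via diaphorase/resazurin to fluorescence (540/590 nm); concentration-response curves normalized to no-enzyme control.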
Glioma ERSR ind: qHTS for Inducers of the Endoplasmic Reticulum Stress Response (ERSR) in Human Glioma: qHTS; U87-MG GRP78 promoter luciferase reporter, 16 h; Potency, µM, inactives show at the top dose activation, actives largely listed as activators; 420,000 tested, 0.02% active; also: potency is read from the fitted curve at half-maximal effect; series mostly up to about 76 µM; % of control where 0% means no effect; nearly all actives have a fitted effect of over 35% in size
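ERSR induction read as luciferase luminescence (Bright-Glo, 10 min at room temperature) in stably transfected human U87-MG glioma cells exposed to compounds for 16 h, using GRP78 as sensor.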
TrxR1 substrate: qHTS Assay for Substrates of Mammalian Selenoprotein Thioredoxin Reductase 1 (TrxR1): qHTS | Thioredoxin reductase 1, cytoplasmic (Rattus norvegicus), O89049 | purified TrxR1 substrate turnover, NADPH consumption readout | Potency, µM (doses to about 114 µM), inactives show at the highest dose activity change, negative = substrate turnover | 390,000 tested, 0.01% active | AID 588456, 2011; also: potency is read from the fitted curve at half-maximal effect; % is scaled to controls: 0 for no effect and ±100 for the full control effect; nearly all actives have a fitted effect of over 50% in size
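Rat TrxR1, dispensed at 90 nM, was prereduced with 400 uM NADPH (final) for 5 min at ~22 deg C, then incubated with compound 15 min before 400 uM selenite. A first-read NADPH fluorescence drop versus no-compound background flagged substrates.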
USP1 inh: Inhibitors of USP1/UAF1: Primary Screen; recombinant USP1/UAF1, Ub-Rhodamine cleavage fluorescence; Potency, µM (top dose mostly 57.1 µM), for inactives: top-dose activity change, negative = inhibition, actives largely listed as inhibitors; 390,000 tested, 0.23% active; also: potency is read from the fitted curve at half-maximal effect; % is scaled to controls: 0 for no effect and ±100 for the full control effect; nearly all actives have a fitted effect of over 60% in size; inactives centre near -12
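High-throughput fluorogenic screen: 1nM USP1/UAF1 complex, Ub-Rho substrate 150nM final, 50mM HEPES pH 7.8 with 0.5mM EDTA, 0.1 mg/ml BSA, 1mM TCEP and 0.01% Tween-20.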
Vif-APOBEC3F blk: qHTS for Inhibitors of Vif-A3F Interactions: qHTS | HeLa A3F-eYFP + Vif (tagged APOBEC3F with the HIV-1 protein that degrades it), YFP fluorescence increase | Potency, µM (series often up to 46.1 µM), without a hit: top-dose activity, negative = active | 390,000 tested, 0.2% active; also: potency is read from the fitted curve at half-maximal effect; % of control where 0% means no effect; nearly all actives have a fitted effect of over 65% in size
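HeLa cells stably expressing Vif plus C-terminally eYFP-tagged A3F were seeded, incubated overnight at 37 deg C, dosed with compound, incubated overnight again at 37 deg C. Yellow fluorescence (Ex 488/Em 500-530) reported blocked Vif-mediated A3F-eYFP degradation.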
RGS4 inhibitor: Inhibitors of Regulator of G Protein Signaling (RGS) 4: qHTS; Regulator of G-protein signaling 4 (Homo sapiens), P49798; Transcreener GDP fluorescence polarization, RGS4-accelerated GTP hydrolysis; Potency, µM (doses to about 114 µM), inactives show at the top dose activity change, negative = inhibition, most hits filed as inhibitors; 390,000 tested, 0.039% active; AID 504845, 2011; also: potency is read from the fitted curve at half-maximal effect; % is scaled to controls: 0 for no effect and ±100 for the full control effect; nearly all actives have a fitted effect of over 75% in size; some results filed as inactive show a strong effect at the top dose
Target sequence (P49798 whole entry, looked up): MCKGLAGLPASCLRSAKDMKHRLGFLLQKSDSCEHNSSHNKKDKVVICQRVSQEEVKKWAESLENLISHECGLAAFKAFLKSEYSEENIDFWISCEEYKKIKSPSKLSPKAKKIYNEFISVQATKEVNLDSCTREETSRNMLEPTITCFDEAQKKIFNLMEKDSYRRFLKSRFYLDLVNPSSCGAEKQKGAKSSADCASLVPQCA
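MLSMR compounds (23 nl, pin-transferred) preincubated 10 min at room temperature with a 500nM (2x) first reagent, then RGS4 at 900nM (2x) plus Transcreener GDP mix added; fluorescence polarization (620/688 nm) read before and after 90 min at 30 °C.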
LDHA block: qHTS assay for inhibitors of human lactate dehydrogenase. purified LDHA, NADH/diaphorase-resazurin fluorescence; stronger effect = lower value. activity change, % (values are at about 110 or 230 µM). 480,000 tested, 0.15% active; in the data active = activity change below about -30%; inconclusive = mostly about -25% to -30%;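 also: plate controls were DMSO wells for no effect and wells without enzyme for full effect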
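Human LDH5 (2 nM) was incubated with 0.06 mM NADH and 0.2 mM pyruvate for 5 min at room temperature in Tris pH 7.4. Remaining NADH was coupled through diaphorase/resazurin, and resorufin fluorescence was read at 0 and 20 min.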
Vif-APOBEC3G blk: qHTS for Inhibitors of Vif-A3G Interactions: qHTS; DNA dC->dU-editing enzyme APOBEC-3G (Homo sapiens), Q9HC16; HeLa A3G-eYFP + Vif (tagged APOBEC3G with the HIV-1 protein that degrades it), YFP fluorescence, overnight; Potency, µM (highest dose often 46.1 µM), for the others: at the highest dose activity, negative = active, actives largely listed as inhibitors; 410,000 tested, 0.076% active; AID 602310, 2012;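 also: potency is read from the fitted curve at half-maximal effect; % is scaled to controls: 0 for no effect and ±100 for the full control effect; nearly all actives have a fitted effect of over 60% in size; hits raise eYFP signal because A3G escapes Vif-driven loss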
Target sequence (Q9HC16 whole entry, looked up): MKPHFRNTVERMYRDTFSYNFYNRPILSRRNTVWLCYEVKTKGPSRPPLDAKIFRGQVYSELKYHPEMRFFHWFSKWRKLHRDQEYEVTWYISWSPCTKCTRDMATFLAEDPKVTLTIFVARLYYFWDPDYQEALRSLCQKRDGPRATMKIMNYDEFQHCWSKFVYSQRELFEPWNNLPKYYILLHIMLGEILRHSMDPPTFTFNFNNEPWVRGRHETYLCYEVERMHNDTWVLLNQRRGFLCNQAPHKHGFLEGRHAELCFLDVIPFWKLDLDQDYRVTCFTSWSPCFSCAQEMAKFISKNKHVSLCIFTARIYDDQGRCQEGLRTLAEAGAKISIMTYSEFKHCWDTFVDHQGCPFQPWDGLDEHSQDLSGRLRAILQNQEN
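HeLa cells stably expressing Vif and C-terminally eYFP-tagged A3G, seeded overnight at 37 deg C, then exposed to compound by pintool overnight at 37 deg C. Rise in yellow fluorescence (Ex 488/Em 500-530, Acumen) marks blocked Vif-driven A3G degradation.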
rTrxR1 inhibitor: qHTS Assay for Inhibitors of Mammalian Selenoprotein Thioredoxin Reductase 1 (TrxR1): qHTS. Potency, µM (titrated, usually from 114 µM), for the others: at the top dose activity change, negative = inhibition, actives largely listed as inhibitors. Thioredoxin reductase 1, cytoplasmic (Rattus norvegicus), O89049. 390,000 tested, 1% active. recombinant rTrxR1, NADPH fluorescence consumption, selenite substrate; also: potency is read from the fitted curve at half-maximal effect; % is scaled to controls: 0 for no effect and ±100 for the full control effect; nearly all actives have a fitted effect of over 65% in size
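Rat TrxR1 (90 nM in the dispensed reagent) was pre-reduced with 400 uM NADPH for 5 min at room temperature, then incubated with compound for 15 min. After 400 uM selenite was added, NADPH fluorescence (Ex 340/Em 450 nm) was followed for 8 min.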
Starred values were filed as active, the others as inactive; [ ] = dose if it differs, or a comment. Unless noted, calls follow the shape of the dose curve; as a rule, active = well fitted curve in the direction sought with a large enough effect; inconclusive = small, poorly fitted or top-dose-only effect, or another doubt; inactive = no such curve, though single readings can be large; an effect the other way counts as inactive or inconclusive. Not all compounds are listed; count on the stated rates, not on these rows.

How did CSc1ccc(/C=C/C(=O)OCC(=O)NC2CC2)cc1 do in these assays?
mIDH1 inhibitor: -7%; Glioma ERSR ind: 5%; TrxR1 substrate: 102%[activator]; USP1 inh: -4%; Vif-APOBEC3F blk: 4%; RGS4 inhibitor: -1%; LDHA block: -2; Vif-APOBEC3G blk: 0%; rTrxR1 inhibitor: 8%

What do the screens show for `O=C(c1sc2ccccc2c1Cl)N1CCN(CCc2ccccn2)CC1`?
mIDH1 inhibitor: 5%; Glioma ERSR ind: -4%; TrxR1 substrate: 7%; USP1 inh: -4%; Vif-APOBEC3F blk: -4%; RGS4 inhibitor: -14%; LDHA block: 1; Vif-APOBEC3G blk: -4%; rTrxR1 inhibitor: 9%

Results for O=C(NCCN1CCCCC1)Nc1ccc(F)c(Cl)c1 ?
mIDH1 inhibitor: 4%; Glioma ERSR ind: -1%; TrxR1 substrate: 12%; USP1 inh: -6%; Vif-APOBEC3F blk: 1%; RGS4 inhibitor: 20%; LDHA block: -11; Vif-APOBEC3G blk: 1%; rTrxR1 inhibitor: 28%

What do the screens show for `Cc1cc(NC(=O)COC(=O)c2c(C)nn(-c3ccccc3)c2C)no1`?
mIDH1 inhibitor: 3%; Glioma ERSR ind: -2%; TrxR1 substrate: -2%; USP1 inh: -15%; Vif-APOBEC3F blk: -10%; RGS4 inhibitor: -10%; LDHA block: -4; Vif-APOBEC3G blk: -1%; rTrxR1 inhibitor: 3%

How did COC(=O)c1ccc(NC(=O)NS(=O)(=O)c2ccc(C)cc2)cc1 do in these assays?
mIDH1 inhibitor: 1%; Glioma ERSR ind: -5%; TrxR1 substrate: -3%; USP1 inh: -8%; Vif-APOBEC3F blk: 3%; RGS4 inhibitor: -14%; LDHA block: -2; Vif-APOBEC3G blk: 0%; rTrxR1 inhibitor: 6%

Results for COC(=O)CSc1nc2ccccn2c(=O)c1C=O ?
mIDH1 inhibitor: 2%; Glioma ERSR ind: 3%; TrxR1 substrate: -4%; USP1 inh: -16%; Vif-APOBEC3F blk: inconclusive; RGS4 inhibitor: 3%; LDHA block: 0; Vif-APOBEC3G blk: 1%; rTrxR1 inhibitor: -5%

Results for COc1ccc(Cl)cc1NC(=O)C1Cc2ccccc2CN1S(C)(=O)=O (stereo not given) ?
mIDH1 inhibitor: -1%; Glioma ERSR ind: -4%; TrxR1 substrate: 7%[57.1 µM]; USP1 inh: -10%; Vif-APOBEC3F blk: -35%; RGS4 inhibitor: 17%; LDHA block: 1; Vif-APOBEC3G blk: -2%; rTrxR1 inhibitor: 21%[57.1 µM]

What do the screens show for `COc1ccc(/C=C/C(=O)c2ccc(NS(=O)(=O)c3ccc(C)cc3)cc2)cc1O`?
mIDH1 inhibitor: inconclusive; Glioma ERSR ind: -7%; TrxR1 substrate: -6%; USP1 inh: -16%; Vif-APOBEC3F blk: 1%; RGS4 inhibitor: -21%; LDHA block: -4; Vif-APOBEC3G blk: -29%; rTrxR1 inhibitor: -3%

Results for CC(=O)Nc1ccc(S(=O)(=O)NCC2CCC(C(=O)NCCC(C)C)CC2)cc1 (stereo not given) ?
mIDH1 inhibitor: 7%; Glioma ERSR ind: -6%; TrxR1 substrate: 1%; USP1 inh: 1%; Vif-APOBEC3F blk: 5%; RGS4 inhibitor: -13%; LDHA block: -5; Vif-APOBEC3G blk: 0%; rTrxR1 inhibitor: -5%

How did O=c1cc(CSc2ccccc2)[nH]c(=S)[nH]1 do in these assays?
mIDH1 inhibitor: 5%; Glioma ERSR ind: 0%; TrxR1 substrate: 2%; USP1 inh: -14%; RGS4 inhibitor: -3%; LDHA block: -4; Vif-APOBEC3G blk: -9%; rTrxR1 inhibitor: -19%

What do the screens show for `Cc1cnc(SCc2ccc(Cl)cc2Cl)[nH]c1=O`?
mIDH1 inhibitor: 0%; Glioma ERSR ind: -6%; TrxR1 substrate: -8%[57.1 µM]; USP1 inh: -21%; Vif-APOBEC3F blk: 0%; RGS4 inhibitor: 2%; LDHA block: -3; Vif-APOBEC3G blk: -6%; rTrxR1 inhibitor: 0%[57.1 µM]

How did CCOC(=O)N1CCN(CCC(=O)Nc2cc(C)ccc2OC)CC1 do in these assays?
mIDH1 inhibitor: 12%; Glioma ERSR ind: 3%; TrxR1 substrate: -8%[57.1 µM]; USP1 inh: 0%; Vif-APOBEC3F blk: -13%; RGS4 inhibitor: 1%; LDHA block: -2; Vif-APOBEC3G blk: 3%; rTrxR1 inhibitor: 20%[57.1 µM]

How did COc1cc(C=O)ccc1OCCOCCOc1ccc(Cl)cc1Cl do in these assays?
mIDH1 inhibitor: 0%; Glioma ERSR ind: -3%; TrxR1 substrate: -8%; USP1 inh: -8%; Vif-APOBEC3F blk: 5%; RGS4 inhibitor: 9%; LDHA block: -4; Vif-APOBEC3G blk: 4%; rTrxR1 inhibitor: 4%

How did CCC(C(=O)NCc1ccco1)n1nc(C)n2c(cc3occc32)c1=O (stereo not given) do in these assays?
mIDH1 inhibitor: -9%; Glioma ERSR ind: -5%; TrxR1 substrate: -5%; USP1 inh: -15%; Vif-APOBEC3F blk: 2%; RGS4 inhibitor: 1%; LDHA block: -12; Vif-APOBEC3G blk: 0%; rTrxR1 inhibitor: 1%

How did COc1ccc(NC(=O)Cn2c(=O)n(Cc3ccco3)c(=O)c3sc4ccccc4c32)cc1Cl do in these assays?
mIDH1 inhibitor: 7%; Glioma ERSR ind: -1%; TrxR1 substrate: -6%; USP1 inh: -6%; Vif-APOBEC3F blk: -20%; RGS4 inhibitor: -22%; LDHA block: -8; Vif-APOBEC3G blk: -4%; rTrxR1 inhibitor: -14%

Results for COC(=O)CSc1nc(C)c2ccc(OC)cc2n1 ?
mIDH1 inhibitor: 12%; Glioma ERSR ind: 2%; TrxR1 substrate: 139%[activator]; USP1 inh: -13%; Vif-APOBEC3F blk: -7%; RGS4 inhibitor: 8%; LDHA block: -8; Vif-APOBEC3G blk: 2%; rTrxR1 inhibitor: 8%

What do the screens show for `c1ccc2c(c1)CCNC2c1ccncc1` (stereo not given)?
mIDH1 inhibitor: 17%; Glioma ERSR ind: -1%; TrxR1 substrate: 1%[57.1 µM]; USP1 inh: -5%; Vif-APOBEC3F blk: -2%; RGS4 inhibitor: 15%; LDHA block: -1; Vif-APOBEC3G blk: 0%; rTrxR1 inhibitor: 14%[57.1 µM]

How did O=C(O)/C=C/C(=O)Nc1ccc(SC(F)(F)F)cc1 do in these assays?
mIDH1 inhibitor: -4%; Glioma ERSR ind: -4%; TrxR1 substrate: 4%[57.1 µM]; USP1 inh: -16%; Vif-APOBEC3F blk: -8%; RGS4 inhibitor: 12%[11.4 µM]; LDHA block: -9; Vif-APOBEC3G blk: -5%; rTrxR1 inhibitor: 11%[57.1 µM]

How did CCOC(=O)c1ccc(NC2c3ncccc3C(=O)N2Cc2ccc(F)cc2)cc1 (stereo not given) do in these assays?
mIDH1 inhibitor: 9%; Glioma ERSR ind: -3%; TrxR1 substrate: -2%; USP1 inh: -9%; Vif-APOBEC3F blk: -2%; RGS4 inhibitor: -48%; LDHA block: 2; Vif-APOBEC3G blk: 1%; rTrxR1 inhibitor: 7%

How did C=CCn1nc(C(=O)N2CCOCC2)cc1-c1sc(NC(=O)c2ccccc2)nc1C do in these assays?
mIDH1 inhibitor: 11%; Glioma ERSR ind: -4%; USP1 inh: -26%; Vif-APOBEC3F blk: -2%; LDHA block: -5; Vif-APOBEC3G blk: 2%

What do the screens show for `COc1ccccc1-c1sc2ccccc2c1-c1ccc(OCCN2CCOCC2)cc1`?
mIDH1 inhibitor: -2%; Glioma ERSR ind: -1%; TrxR1 substrate: 13%; USP1 inh: -18%; Vif-APOBEC3F blk: 6%; RGS4 inhibitor: 19%; LDHA block: -1; Vif-APOBEC3G blk: -4%; rTrxR1 inhibitor: 25%

Results for O=C(c1cc2cc(Br)ccc2o1)N1CCOCC1 ?
mIDH1 inhibitor: -4%; Glioma ERSR ind: -1%; TrxR1 substrate: -1%; USP1 inh: -19%; Vif-APOBEC3F blk: 5%; RGS4 inhibitor: -15%; LDHA block: -8; Vif-APOBEC3G blk: -4%; rTrxR1 inhibitor: -2%

How did Cc1c2c(nc3c(C)cccc13)OC(C)C2 (stereo not given) do in these assays?
mIDH1 inhibitor: -2%; Glioma ERSR ind: -5%; TrxR1 substrate: -3%; USP1 inh: -6%; Vif-APOBEC3F blk: 0%; RGS4 inhibitor: -16%; LDHA block: 1; Vif-APOBEC3G blk: 0%; rTrxR1 inhibitor: -10%
